TDP-43 yeast inh: qHTS of TDP-43 Inhibitors; TDP-43 expressing yeast growth rescue, BacTiter-Glo, 24 h; Potency, µM (titrated, usually from 46.1 µM), without a hit: at the top dose growth rescue (activation), actives largely listed as activators; actives 1.8% (n = 410,000); also: potency is read from the fitted curve at half-maximal effect; % of control where 0% means no effect; nearly all actives have a fitted effect of over 50% in size
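Yeast expressing TDP-43 (pregrown in raffinose, seeded at OD600=0.02 in galactose medium) exposed to compounds 24 hr at 30 deg C. Growth read by BacTiter-Glo luminescence; rescue of toxicity appears as increased signal.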
PTHR1 agonist: qHTS for PTHR1 Agonists: Primary Screen. HEK293 GP2 PTHR1 cells, GloSensor cAMP luminescence, 1 h. Potency, µM (doses to about 115 µM), inactives show top-dose activation, hits mostly activators. actives 0.075% (n = 410,000); also: potency is read from the fitted curve at half-maximal effect; nearly all actives have a fitted effect of over 55% in size; some results filed as inactive show a strong effect at the top dose; inactives centre near -15; many of its hits are not listed in these tables
Target sequence (Q03431 whole entry, looked up): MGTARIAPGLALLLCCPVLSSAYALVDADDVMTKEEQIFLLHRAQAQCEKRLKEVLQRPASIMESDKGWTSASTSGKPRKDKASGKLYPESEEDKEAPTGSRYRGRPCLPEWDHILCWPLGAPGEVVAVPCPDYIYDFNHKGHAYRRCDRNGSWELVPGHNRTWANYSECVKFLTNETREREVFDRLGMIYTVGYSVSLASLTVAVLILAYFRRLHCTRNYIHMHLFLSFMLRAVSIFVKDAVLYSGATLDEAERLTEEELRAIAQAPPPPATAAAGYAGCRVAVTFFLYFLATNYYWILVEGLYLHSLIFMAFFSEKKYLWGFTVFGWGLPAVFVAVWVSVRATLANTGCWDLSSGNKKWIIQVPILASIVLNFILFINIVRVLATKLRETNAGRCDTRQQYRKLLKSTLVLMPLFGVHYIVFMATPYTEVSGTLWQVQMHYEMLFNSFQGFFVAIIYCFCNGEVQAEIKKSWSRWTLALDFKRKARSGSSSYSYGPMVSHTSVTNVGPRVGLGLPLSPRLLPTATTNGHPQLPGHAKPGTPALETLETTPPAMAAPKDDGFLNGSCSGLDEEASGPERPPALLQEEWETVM
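HEK-293-derived GP2 cells expressing PTHR1 and a GloSensor cAMP reporter, 3,000/well, plated overnight, given luciferin plus IBMX (each 0.5 mM as added) for 1 h at 37 °C, then compound for 1 h at 37 °C. Luminescence was read after 15 min at room temperature.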
HEK293 tox: qHTS of GLP-1 Receptor Inverse Agonists: Cytotox Screen; HEK293 cAMP-luciferase reporter cells, luminescence, 24 h; Potency, µM (titrated, usually from 38.3 µM), without a hit: at the top dose activity change, negative = inhibition, most hits filed as inhibitors; actives 0.13% (n = 410,000); AID 624418, 2012;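 also: loss of luciferase light is scored as toxicity; potency is read from the fitted curve at half-maximal effect; % is scaled to controls: 0 for no effect and ±100 for the full control effect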
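Quantitative HTS format, 1536 wells, 200 cells/uL seeded. Compounds: 23 nL, 24 h, 37 °C. Detection: luciferase reagent, luminescence at 12 min RT; decreased signal taken as cytotoxic.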
KB-V1 cytotox: qHTS assay for MDR1-selective chemotherapeutics: Primary screen using the drug-selected MDR subline cells KB-V1. Potency, µM (highest dose often 46.1 µM), for inactives: at the top dose activity change, negative = cytotoxicity, most hits filed as cytotoxic. KB-V1 MDR cells viability, CellTiter-Glo, 72 h. actives 3.4% (n = 400,000); also: potency is read from the fitted curve at half-maximal effect; % is scaled to controls: 0 for no effect and ±100 for the full control effect; nearly all actives have a fitted effect of over 60% in size
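qHTS viability screen in drug-selected KB-V1 MDR cells: 72 h compound treatment at 37 degrees C, ATP luminescence end point.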
GLP1R ag: qHTS of GLP-1 Receptor Agonists. Potency, µM (top dose mostly 45.6 µM), inactives show at the top dose activation, most hits filed as activators. actives 0.007% (n = 380,000). AID 624172, 2012. HEK293 GLP-1R CRE-luciferase, luminescence, 4-6 h; cells express a hypersensitive GLP-1R form; also: potency is read from the fitted curve at half-maximal effect; % of control where 0% means no effect
Target sequence (P43220 whole entry, looked up): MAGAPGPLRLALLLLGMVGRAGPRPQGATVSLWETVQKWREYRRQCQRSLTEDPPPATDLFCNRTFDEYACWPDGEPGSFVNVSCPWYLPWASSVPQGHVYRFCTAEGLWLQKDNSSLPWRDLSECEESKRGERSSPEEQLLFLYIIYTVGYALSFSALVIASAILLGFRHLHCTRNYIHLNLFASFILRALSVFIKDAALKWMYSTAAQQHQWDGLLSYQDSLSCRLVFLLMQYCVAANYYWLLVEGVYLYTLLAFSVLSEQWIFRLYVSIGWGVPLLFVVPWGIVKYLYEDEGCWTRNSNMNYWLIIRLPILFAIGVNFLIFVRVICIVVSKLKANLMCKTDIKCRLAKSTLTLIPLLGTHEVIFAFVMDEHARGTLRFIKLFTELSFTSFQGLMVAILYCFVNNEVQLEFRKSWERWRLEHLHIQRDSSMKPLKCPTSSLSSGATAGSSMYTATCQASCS
DRD3 agonist: qHTS of D3 Dopamine Receptor Agonist: qHTS; D3R DiscoveRx beta-arrestin cells, luminescence, 90 min; D(3) dopamine receptor (Homo sapiens), P35462; max activation, %; actives 0.58% (n = 410,000); in the data active = max activation above about 30%; also: 0% is about no effect; mostly tested at two doses, the higher about 12 µM
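Agonist-mode cell screen: cells plated at 1500/well and incubated overnight at 37 °C, then exposed to library compounds for 90 min at 37 °C. Detection reagent was added for 30–60 min at room temperature, and luminescence was read.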
GLP-1R inv ag: qHTS of GLP-1 Receptor Inverse Agonists (Inhibition Mode) | HEK293 GLP-1R CRE-luciferase, luminescence, 24 h; GLP-1R form is constitutively active | Glucagon-like peptide 1 receptor (Homo sapiens), P43220 | actives 1.6% (n = 410,000) | Potency, µM (doses to about 38.3 µM), inactives show at the top dose activity change, negative = inhibition, actives largely listed as inhibitors; also: potency is read from the fitted curve at half-maximal effect; % is scaled to controls: 0 for no effect and ±100 for the full control effect; nearly all actives have a fitted effect of over 55% in size
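Constitutively active GLP-1R drives a cAMP-responsive luciferase in stably transfected HEK293 cells; test compounds are added after overnight (12 h) attachment and left 24 hr, and signal loss in luminescence marks inhibition.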
aSyn rescue: qHTS of alpha-syn Inhibitors | Yeast expressing alpha-synuclein, growth rescue, BacTiter-Glo, 24 h | Potency, µM (series often up to 46.1 µM), for inactives: top-dose growth rescue (activation), hits mostly activators | actives 0.14% (n = 370,000) | AID 652106, 2013; also: potency is read from the fitted curve at half-maximal effect; % of control where 0% means no effect; nearly all actives have a fitted effect of over 65% in size
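Rescue of yeast growth: cells expressing toxic alpha-synuclein, induced in galactose at OD600 0.02, incubated with compound 24 h at 30 C. ATP luminescence quantified growth; inhibitors of toxicity appear as activators.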
DRD3 antagonist: qHTS of D3 Dopamine Receptor Antagonist: qHTS; AID 652054, 2013; actives 2.5% (n = 360,000); D3R cells, DiscoveRx beta-arrestin luminescence, antagonist mode; active compounds read low; max response, negative = inhibition, %; in the data active = max response below about -50%; inconclusive = no clear call, values can overlap the other calls; also: % is scaled to controls: 0 for no effect and ±100 for the full control effect; mostly tested at two doses, the higher about 12 µM
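Cells plated overnight at 1500 cells/well, then exposed to library compounds with dopamine controls for 90 minutes at 37 degrees C. DiscoveRx reagent added for 30–60 minutes at room temperature; luminescence read, quantitative HTS format.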
Starred values were filed as active, the others as inactive; i = inactive; ? = inconclusive; . = no result given; [ ] = remark or other dose. Unless noted, calls follow the shape of the dose curve; as a rule, active = well fitted curve in the direction sought with a large enough effect; inconclusive = small, poorly fitted or top-dose-only effect, or another doubt; inactive = no such curve, though single readings can be large; an effect the other way counts as inactive or inconclusive.

SMILES	TDP-43 yeast inh	PTHR1 agonist	HEK293 tox	KB-V1 cytotox	GLP1R ag	DRD3 agonist	GLP-1R inv ag	aSyn rescue	DRD3 antagonist
C/C=C1\COC(C(=O)NCCN2CCCC2)(C(F)(F)F)C=C1C=C1CCCCC1 (stereo not given)	-9.4%	11.8%	?	-11.9%	7.8%	-53.9	?	0.5%	-6.3
CCc1ccc(OCC(=O)N(CC)CC)cc1	-1.8%	i	-5.3%	0.0%	10.9%	1.2	7.4%	2.4%	4.7
CN(Cc1ccccc1)C(=O)COC(=O)COc1ccc(C#N)cc1	17.3%	i	0.0%	28.5%	-2.3%	1.2	-12.9%	-2.2%	-4.8
CCCCn1c2ccccc2c2cc(CC(N)=O)ccc21	-16.0%	i	9.1%	4.1%	16.7%	10.7	?	3.1%	1.3
CN(CC(=O)Nc1ccccc1Br)C(=O)c1ccccc1Sc1ccccc1C#N	25.3%	i	-3.9%	-1.0%	18.4%	-3.9	?	11.6%	-7.0
COc1ccc(/C=C/CN2CCCC(CCC(=O)NCc3ccc(F)c(F)c3)C2)cc1 (stereo not given)	-17.1%	-0.1%	-0.6%	-22.3%	12.0%	-32.2	?	-9.3%	-55.4*
COc1ccc(-n2c(SCC(=O)NC3CCCCC3)nc3ccsc3c2=O)cc1	8.7%	-2.7%[57.5 µM]	3.8%	2.06µM*	6.6%	11.6	6.3%	1.4%	17.4
COc1ccc(C(=O)N2c3ccccc3C(C)(c3ccc(Cl)cc3)CC2(C)C)cc1 (stereo not given)	-3.6%	-27.8%	0.4%	.	.	1.3	?	.	.
O=C(Oc1ccc(-c2ccccc2)cc1)C1C2CCCCC21 (stereo not given)	-25.7%	-35.0%[inhibitor]	20.4%	-4.1%	2.4%	2.9	2.2%	-2.1%	-28.4
O=C1CC2(CCN(C(=O)c3ccc([N+](=O)[O-])cc3)CC2)Oc2ccccc21	-1.5%	-14.3%	4.3%	-17.7%	5.9%	-20.6	-10.8%	1.1%	-21.7
COc1ccc(-c2csc3nc(-c4ccc(Cl)cc4)oc(=O)c23)cc1	-6.9%	i	22.1%	?	-0.8%	2.1	14.9%	17.1%	.
CCCn1nnnc1NCc1ccccc1F	-18.4%[1.82 µM]	9.6%	-2.8%	-3.7%	9.7%	-14.6	5.2%	-5.9%	-21.6
Cc1cc(C(=O)N/N=C/c2ccc(-c3cccc([N+](=O)[O-])c3)o2)n[nH]1	6.9%	i	-8.7%	0.0%	-2.4%	0.5	1.8%	5.5%	0.7
CCCc1cc(=O)[nH]c(SCC(=O)N(C)CC(=O)Nc2ccc(F)cc2)n1	4.4%	i	0.1%	20.9%	0.4%	0.4	-9.6%	-0.2%	11.4
COc1cc(C(=S)N2CCC(C)CC2)ccc1O	?	i	-17.1%	17.0%	-3.5%	2.9	0.0%	-2.7%	29.7
COc1ccc(-n2c(SCCC(C)C)nc3sc4c(c3c2=O)CC(C(C)C)OC4)cc1 (stereo not given)	11.9%	i	-1.8%	-11.9%	-7.5%	-4.8	13.9%	-8.0%	.
COc1ccc(-c2c(C)nn3c(N4CCN(Cc5ccccc5)CC4)cc(C)nc23)cc1OC	29.5%	i	1.9%	-4.5%	12.8%	3.3	0.8%	-1.0%	-6.1
CC(=O)N(CCCCN1C(=O)c2ccccc2C1=O)c1ccc(C)cc1	24.1%	-24.0%[57.5 µM]	-5.9%	9.6%	0.7%	5.1	-7.7%	14.9%	17.5
COC(=O)c1ccc(NC(=O)c2ccccc2N(C)S(C)(=O)=O)cc1	-0.6%	-0.3%	-14.9%	4.6%	4.2%	-6.8	-7.5%	-3.3%	-13.7
O=C1c2cccnc2C(=O)N1Cc1ccc(S(=O)(=O)N2CCOc3ccccc32)cc1	0.2%	-22.9%	0.5%	-7.1%	-2.9%	2.9	14.6%	-6.6%	10.4
CCN(CC)S(=O)(=O)c1ccc2c(c1)nc(SCn1nnc3ccccc3c1=O)n2CC	20.5%	i	4.7%	9.8%	-8.8%	0.0	0.0%	6.4%	17.0
Cc1ccc(N/N=C/c2ccc(N3CCOCC3)cc2)cc1C	0.1%	-1.6%[57.5 µM]	-4.3%	16.7%	-3.9%	6.8	15.9%	3.2%	-3.1
Cc1ccc(C(=O)c2ccc([N+](=O)[O-])cc2)cc1C	5.7%	-14.0%	-9.0%	-4.7%	13.6%	-6.4	17.5%	0.3%	4.3
COc1cc(NS(=O)(=O)c2ccc3[nH]c4c(c3c2)CCCCCC4)cc(OC)c1	20.1%	-25.9%	-23.0%	?	.	-0.1	?	.	.
COc1ccc(Cl)cc1Nc1ncnc2c1c(-c1ccccc1)cn2-c1ccccc1	-17.4%	?	-11.4%	.	.	-6.6	5.7%	.	.

Brought forward from above: 4 compounds; new compounds follow.
SMILES	TDP-43 yeast inh	PTHR1 agonist	HEK293 tox	KB-V1 cytotox	GLP1R ag	DRD3 agonist	GLP-1R inv ag	aSyn rescue	DRD3 antagonist
Cc1ccc(N/N=C/c2ccc(N3CCOCC3)cc2)cc1C	0.1%	-1.6%[57.5 µM]	-4.3%	16.7%	-3.9%	6.8	15.9%	3.2%	-3.1
Cc1ccc(C(=O)c2ccc([N+](=O)[O-])cc2)cc1C	5.7%	-14.0%	-9.0%	-4.7%	13.6%	-6.4	17.5%	0.3%	4.3
COc1cc(NS(=O)(=O)c2ccc3[nH]c4c(c3c2)CCCCCC4)cc(OC)c1	20.1%	-25.9%	-23.0%	?	.	-0.1	?	.	.
COc1ccc(Cl)cc1Nc1ncnc2c1c(-c1ccccc1)cn2-c1ccccc1	-17.4%	?	-11.4%	.	.	-6.6	5.7%	.	.
Cc1nn(-c2ccccc2)c2sc(-c3n[nH]c(=S)o3)cc12	?	i	3.7%	1.9%	16.6%	9.1	33.6%[activator]	-43.3%[inhibitor]	28.1
COC1(c2ccccc2)NC(=S)NN=C1c1ccccc1 (stereo not given)	13.4%	-3.5%[57.5 µM]	-17.9%	13.8%	-1.0%	3.5	-12.4%	-2.1%	-4.4
COc1ccc(OC)c(S(=O)(=O)N2CCC(C(=O)NC(C)c3ccccc3)CC2)c1 (stereo not given)	4.2%	i	-3.3%	-3.7%	12.2%	-3.5	6.2%	3.8%	16.1
C=CCn1c(SCC2=C(C(=O)OCC)C(C)NC(=O)N2)nnc1C1CCCCC1 (stereo not given)	-1.8%	-13.2%	-6.8%	14.1%	1.4%	15.4	-5.9%	-4.7%	6.0
Cc1n[nH]c(C)c1CCN(C)Cc1cn(C)nc1-c1ccccc1F	4.7%	i	6.5%[0.307 µM]	-22.8%	-3.4%	3.9	5.8%[0.307 µM]	1.5%	-13.9
COc1cc2c(C(=O)NCCCN3CC(C)CC(C)C3)cn(CC(C)C)c(=O)c2cc1OC (stereo not given)	2.1%	i	-15.3%	-8.8%	0.0%	-6.6	-1.5%	1.5%	-2.8
O=C(CNC(=O)c1ccc(Br)o1)NCc1ccc(Cl)cc1	2.5%	13.4%	-11.6%	-0.4%	3.0%	-19.9	-11.0%	-8.3%	-13.5
N#CN=C(c1ccccc1)c1ccccc1	-12.8%	i	0.1%	?	7.5%	2.3	17.6%	-0.8%	8.2
COC(=O)c1c(NC(=O)c2ccoc2C)sc2c1CCC2	8.6%	-7.8%[57.5 µM]	-1.7%	5.0%	-6.4%	8.1	2.9%	2.9%	12.4
CCOC(=O)N1CCC(N2CCN(c3ccccc3)CC2)CC1	14.5%	-11.8%	5.8%	-22.3%	1.7%	35.3*	-14.1%	2.0%	7.8
O=C(C1CCN(Cc2ccc(F)cc2)CC1)N(CCO)Cc1ccccc1	1.9%	-17.4%[57.5 µM]	1.4%	-4.1%	1.1%	-1.1	-12.5%	7.1%	-27.2
COc1ccc(CC(=O)OCC(=O)N2CCCc3ccccc32)cc1OC	-0.8%	i	-10.1%	-6.9%	14.6%	1.7	23.3%	?	10.6
COc1cc2c(cc1OC)CN(C(=O)c1nn(Cc3ccccc3)c(=O)c3ccccc13)CC2	12.3%	-25.4%	-25.2%	-24.4%	10.5%	15.2	84.6%[activator]	1.5%	49.4
Cc1ccc(NC(=O)COC(=O)c2ccc(CN3CCCC3=O)cc2)cc1C	-4.3%	i	-8.9%	14.2%	0.7%	4.4	5.3%	-0.8%	5.5
CCC(Sc1nc(C)cc(C)n1)C(=O)Nc1ccc(Cl)cn1 (stereo not given)	-10.6%	i	-8.7%	0.0%	29.2%	-9.7	?	-12.7%	14.1
CC(C)=CCN1CCN(Cc2ccc(Oc3ncccn3)cc2)CC1CCO (stereo not given)	-8.2%[0.397 µM]	-10.9%	21.3%	-6.3%	11.1%	-10.4	1.7%	1.8%	3.5
COc1ccc(-c2nc3ccccc3o2)cc1NC(=O)C(C)Oc1ccc(Cl)cc1Cl (stereo not given)	-29.1%	i	3.3%	-6.8%	-0.4%	-7.1	15.9%	.	.
COc1ccc(NC(=O)COc2ccc(C(=O)c3ccc(F)cc3)cc2)cc1S(N)(=O)=O	8.5%	-43.8%[inhibitor]	4.9%	2.8%	9.0%	-3.8	-21.8%	-2.3%	-9.2
CCN(C(=O)CSc1nc2n[nH]c(C)c2c(=N)n1-c1ccc(Cl)c(C)c1)c1cccc(C)c1	8.1%	i	2.9%	?	13.2%	-1.2	13.3%	5.9%	10.5

Screens as filed in PubChem BioAssay.

These rows are one share of the data; count on the stated rates, not on these rows.
